Screens deposited in PubChem by National Center for Advancing Translational Sciences (NCATS).
GRP78 ERSR act: ER stress response induction in glioma | AID 602332 | Potency, µM, inactives show top-dose activation, usual class: activators | U87-MG GRP78 promoter luciferase reporter, 16 h | hit rate 0.02% among 420,000; active means well fitted activation curve with a large enough effect; inconclusive means small, poorly fitted or top-dose-only effect; inactive means no such curve, though single readings can be large or run the other way; further: series mostly up to about 76 µM; % of control where 0% means no effect; nearly all actives have a fitted effect of over 35% in size
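Stably transfected U87-MG human glioma cells carrying a GRP78-based luminescent sensor were seeded at 1000 cells/well, pin-dosed with compounds and incubated 16 h. Luciferase reagent was then added, and end-point luminescence was read after 10 min at room temperature.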
* marks the source's active call; other numbers are inactive results; u = inconclusive; & = joins results of further samples. Potency means the concentration at half of the fitted maximal effect. An excerpt; rates above refer to the full screens.

SMILES | GRP78 ERSR act
CCCNC(=O)OC[C@@H]1O[C@H](CCO/N=C(\C)CCC(=O)OC[C@@H]2O[C@H](C#Cc3ccccc3)C=C[C@@H]2Oc2ccc(C)cc2)C=C[C@@H]1Oc1ccc(OC)cc1 | 1%
COc1ccc2[nH]c(-c3ccccc3)cc(=O)c2c1 | -10%
CS(=O)(=O)Nc1c(O)ccc2c1CCCC2C1=NCCN1 (stereo unspecified) | -3%
C#CCCCO/N=C1/[C@H]2O[C@@H]2[C@@H](O)[C@H]2[C@H]1CCn1c(=O)n(-c3ccccc3)c(=O)n12 | -5%
CCCCOC(=O)c1cc2c(cn1)[nH]c1ccccc12 | u
Cc1ncc2c(c1CNC(=O)c1ccccc1F)CCN(C(=O)c1csc(-c3cccs3)n1)C2 | -2%
COc1ccc(Oc2ncc3nc(C)c(=O)n(Cc4cccs4)c3n2)cc1 | -2%
COc1ccc(CNc2ncncc2-c2cccnc2)c(OC)c1 | -1%
COc1cc2c(cc1OC)CC(=O)N(CCCN(C)C[C@H]1Cc3cc(OC)c(OC)cc31)CC2 | -4%
Cc1ccc2cc(CN(C(=O)c3ccc4c(c3)OCO4)C3CC3)c(N(C)C)nc2c1 | -3%
CCC1(C2CCN(C(=O)c3cc4ccccc4o3)CC2)NC(=O)N(CCc2scnc2C)C1=O (stereo unspecified) | 1%
O=c1c(-c2cccs2)nc2cnc(N3CCOCC3)nc2n1CCc1ccccc1 | -4%
Cc1oc(-c2ccccc2NC(=O)c2ccccc2)nc1CNC(=O)C1CC(=O)OC12CCCCC2 (stereo unspecified) | -3%
CCCNC(=O)OC[C@@H]1O[C@H](CCO/N=C\[C@@H](OC)[C@H](C)/C=C\CC(=O)OC)C=C[C@@H]1Oc1ccc(OC)cc1 | -4%
CCCCCCCCC(=O)NCc1cc(OC)c(O)cc1I | -3%
CNc1ccnc(-c2ccccc2CN(C)C)n1 | -1%
O=C1/C(=C/c2ccsc2)CC/C1=C\c1cccs1 | -9%
N#Cc1c(-c2ccccc2)no[n+]1[O-] | -11%
CC1(C)[C@@H](O)CC[C@]2(C)C3C(=O)C=C4C5C[C@@](C)(C(=O)O)CC[C@]5(C)CC[C@@]4(C)[C@]3(C)CC[C@@H]12 (stereo partly specified) | -1%
COc1cccc(-c2oc3ccccc3c(=O)c2O)c1 | -3%
Cc1ccc(C(=O)N(Cc2cc3cccc(C)c3nc2N(C)C)CC2CCCO2)cc1 (stereo unspecified) | -4%
COc1ccc2[nH]cc(CCNc3ncnc4ccc(-c5ccc(C(=O)N(C)C)cc5)cc34)c2c1 | 1%
OC[C@H]1O[C@@H](O[C@@H]2OC=C[C@H]3[C@H](O)[C@@H]4O[C@]4(CO)[C@@H]23)[C@H](O)[C@@H](O)[C@@H]1O | -2%
Cc1cc(O)c2c(c1O)C(=O)c1c(O)cc(C)c(O)c1C2=O | -6%
CN(C)CCCN1c2ccccc2C(C)(C)c2ccccc21 | -3%
Cc1cc(-c2ccnc(-n3ncc(C(=O)NCC4CCCO4)c3C3CC3)n2)c(C)s1 (stereo unspecified) | 1%
COCc1c(C(=O)NC2CCCC2)cnn1-c1nccc(-c2ccco2)n1 | 0%
CNc1ncnc2ccc(-c3ccc4c(c3)OCO4)cc12 | -5%
O=C(c1ccncc1)N1CCC2(CC1)CCN(c1ccccc1)CC2 | -3%
CNc1ncnc2c1ncn2[C@H]1C[C@H](OP(=O)(O)O)[C@H](COP(=O)(O)O)O1 | -4%
CN(C)c1ncc2nc(-c3ccc(F)cc3)c(=O)n(C3CC3)c2n1 | -3%
COc1ccccc1CNc1ccnc(-c2cccc(NS(C)(=O)=O)c2)n1 | -2%
COc1ccc2cc1Oc1ccc(cc1)CC1c3c(cc4c(c3Oc3cc5c(cc3OC)CCN(C)C5C2)OCO4)CCN1C (stereo unspecified) | -5%
CCOC(=O)C1C/C(=C\C(C)=O)c2cccc(C(F)(F)F)c2O1 (stereo unspecified) | -5%
C=C(C)CC(C)(C)C | 14%
Cc1cc(-c2ccc(N=Nc3ccc4c(S(=O)(=O)O)cc(S(=O)(=O)O)c(N)c4c3O)c(C)c2)ccc1N=Nc1ccc2c(S(=O)(=O)O)cc(S(=O)(=O)O)c(N)c2c1O | -9%&-8%&-11%
O=C(c1ccc(Cl)cc1Cl)n1nnc2ccccc21 | 5%
O=C(NC1CC1)[C@@H]1C[C@H](Sc2nc3ccccc3[nH]2)CN1CC1CCCCC1 | -4%
COc1ccccc1N1CCN(c2nc(CNC(=O)c3ccccc3F)nc3ccccc23)CC1 | -4%
CC[C@@H]1/C=C(\C)C[C@H](C)C[C@H](OC)[C@H]2O[C@@](O)(C(=O)C(=O)N3CCCC[C@H]3C(=O)O[C@H](/C(C)=C/[C@@H]3CC[C@H](Cl)[C@H](OC)C3)[C@H](C)[C@@H](O)CC1=O)[C@H](C)C[C@@H]2OC | -4%
NC1(C(=O)O)C[C@H](C(=O)O)[C@H](C(=O)O)C1 (stereo partly specified) | -2%&-4%&0%
COc1ccc(-c2nc3cnc(N4CCN(C)CC4)nc3n(Cc3cccs3)c2=O)cc1 | -2%
Cc1ncsc1CCC(=O)N1CCCC(c2nc(-c3ccncc3)ncc2-c2ccccc2)C1 (stereo unspecified) | -4%
COC(=O)c1c(OCCN2CCCCC2)cc(=O)n2c1CCN(Cc1cccc3nccnc13)CC2 | -1%
CC(C)(CO)NC(=O)c1cnn(-c2nccc(-c3ccc4c(c3)OCO4)n2)c1C1CC1 | 2%
COc1ccc(C(=O)NCC2Cc3cc(C)cc(-c4nc5ccccc5s4)c3O2)c(OC)c1OC (stereo unspecified) | -4%
CCCCC/C=C\C[C@@H](O)/C=C/C=C\C/C=C\CCCC(=O)O | -1%
O=c1c(CCc2ccccc2)nc2cnc(N3CCNCC3)nc2n1-c1ccccc1 | 0%
CN(Cc1ccccc1)C(=O)[C@H](Cc1ccc2ccccc2c1)NC(=O)[C@@H]1C[C@@H](O)CN1C(=O)c1cn(C)c2ccccc12 | -1%
COc1ccc(-n2c(CNC(=O)c3cccc4ccccc34)nnc2SC)cc1 | -2%
COC(=O)C1=C(C)NC(C)=C(C(=O)O[C@H]2CCN(Cc3ccccc3)C2)C1c1cccc([N+](=O)[O-])c1 (stereo partly specified) | -5%
Cc1ccc(F)cc1S(=O)(=O)NCc1nc(N2CCCC2)c2cccc(C)c2n1 | -4%
CCC[C@H](NC(=O)[C@H](CC(C)C)N(C)C(=O)CNC(=O)[C@@H](NC(=O)[C@H](Cc1ccccc1)NC(=O)[C@H](CCCCN)NC(=O)[C@@H](N)CC(=O)O)C(C)C)C(N)=O | -8%
CN(C)CC(C)(O)c1ccc2c(c1)CN(Cc1cn(C)c3ccccc13)CCO2 (stereo unspecified) | -2%
C[C@@H](CCc1ccc(O)cc1)NCCc1ccc(O)c(O)c1 | -1%&-2%
O=P(O)(O)OC[C@H]1O[C@](O)(COP(=O)(O)O)[C@@H](O)[C@@H]1O | -4%
CN(C)c1cc2c(Nc3ccc4c(cnn4Cc4ccccc4)c3)ncnc2cn1 | -5%
CCCCCCCCC#CCC#CCC#CCCCC(=O)O | -3%
CC1CCC2C(=O)OC(Cc3ccccc3)CN2C1c1ccc(Br)cc1 (stereo unspecified) | -3%&-4%
C=CCCCCCCCCCCCC(O)CC(O)CO (stereo unspecified) (tested in a mixture with another compound) | -3%
The results go on.
SMILES | GRP78 ERSR act
CC(C)c1cnc(NC(=O)Cc2ccccc2)s1 | -4%
O=C(O)/C=C(/CC(=O)O)C(=O)O | -3%
COc1cccc([C@@H]2Oc3ccc(OC)cc3/C(=N/O[C@@H](C)CN3CCCc4nc(C)c(C)cc43)[C@@H]2O)c1 | 0%
CC(C)CN1CC2(CCN(C(=O)c3ccco3)CC2)C1 | 0%
COCCCNc1ncnc2sc(C(=O)N3CCOCC3)c(C)c12 | -3%
COc1ccc(C(=O)N2CCC[C@@]3(CCN(C)C3)C2)cc1 | -3%
COc1ccc2c(c1)c(CC(=O)N1CCOCC1)c(C)n2C(=O)c1ccc(Cl)cc1 | -3%&-3%
COCc1ccc(C(=O)N2CCOc3c(cc(-c4cc(C)c5cccc(OC)c5n4)cc3OC)C2)o1 | -3%
N[C@@H](CCCC(=O)O)C(=O)O | -3%
O=c1cc(-c2ccccc2O)oc2c1ccc1ccccc12 | -1%
O=C(c1ccncc1)N1CCC2(CC1)CN(c1ccncc1)C2 | -2%
CC(=O)Nc1cc(C(=O)N2CCN(c3ccccc3)CC2C)cc2ncn(CCc3ccccn3)c12 (stereo unspecified) | -3%
CC(=O)OC1CC[C@@]2(C)C3CC(=O)[C@]4(C)C(C(C)=O)=CCC4C3CC[C@H]2C1 (stereo partly specified) | -5%
COC(=O)c1ccccc1-c1cc(C)cc2c1OC(CNC(=O)c1cc(C)n(C)n1)C2 (stereo unspecified) | -1%
COc1cc(O)ccc1C(C)=O | -3%

Shown tab-delimited: part of the list above
Molecule	GRP78 ERSR act
C=CCCCCCCCCCCCC(O)CC(O)CO (stereo unspecified) (tested in a mixture with another compound)	-3%
CC(C)c1cnc(NC(=O)Cc2ccccc2)s1	-4%
O=C(O)/C=C(/CC(=O)O)C(=O)O	-3%
COc1cccc([C@@H]2Oc3ccc(OC)cc3/C(=N/O[C@@H](C)CN3CCCc4nc(C)c(C)cc43)[C@@H]2O)c1	0%
CC(C)CN1CC2(CCN(C(=O)c3ccco3)CC2)C1	0%
COCCCNc1ncnc2sc(C(=O)N3CCOCC3)c(C)c12	-3%
COc1ccc(C(=O)N2CCC[C@@]3(CCN(C)C3)C2)cc1	-3%
COc1ccc2c(c1)c(CC(=O)N1CCOCC1)c(C)n2C(=O)c1ccc(Cl)cc1	-3%&-3%
COCc1ccc(C(=O)N2CCOc3c(cc(-c4cc(C)c5cccc(OC)c5n4)cc3OC)C2)o1	-3%
N[C@@H](CCCC(=O)O)C(=O)O	-3%
O=c1cc(-c2ccccc2O)oc2c1ccc1ccccc12	-1%
O=C(c1ccncc1)N1CCC2(CC1)CN(c1ccncc1)C2	-2%
CC(=O)Nc1cc(C(=O)N2CCN(c3ccccc3)CC2C)cc2ncn(CCc3ccccn3)c12 (stereo unspecified)	-3%
CC(=O)OC1CC[C@@]2(C)C3CC(=O)[C@]4(C)C(C(C)=O)=CCC4C3CC[C@H]2C1 (stereo partly specified)	-5%
COC(=O)c1ccccc1-c1cc(C)cc2c1OC(CNC(=O)c1cc(C)n(C)n1)C2 (stereo unspecified)	-1%
COc1cc(O)ccc1C(C)=O	-3%

Carrying on:
SMILES | GRP78 ERSR act
Cc1c(C(=O)N(C)C(C)C)sc2ncnc(NCCCN3CCOCC3)c12 | -5%
Cc1ccc(-c2ccnc(-n3ncc(C(=O)N(C)Cc4cccc5ncccc45)c3C3CC3)n2)o1 | -5%
C/C(=C\CNc1ncnc2c1ncn2[C@@H]1O[C@H](CO)[C@@H](O)[C@H]1O)CO | -6%
CC1=CC23C(=O)C(C=C(CO)[C@@H](O)[C@]2(O)[C@H]1O)[C@H]1[C@@H](C[C@H]3C)C1(C)C (stereo partly specified) | -2%
COc1ccc(-n2c(=O)c(C)nc3cnc(Nc4ccccc4)nc32)cc1 | -1%
CNc1cc(-c2ccccc2C(F)(F)F)ncn1 | 5%
CCn1nc(C)cc1C(=O)NCCN1Cc2ccccc2OC(c2ccccc2F)C1 (stereo unspecified) | -6%
CN[C@@H]1[C@H](O[C@@H]2O[C@H](CO)[C@@H](N)[C@H](O)[C@@H]2O)O[C@H]2C[C@@H](N)[C@@H](O[C@H]3[C@@H](O)[C@H](O)[C@H](N)C[C@@H]3N)O[C@H]2[C@H]1O | -3%
CO[C@H]1[C@H](NC(=O)c2cccs2)c2ccccc2C12CCN(Cc1cccn1-c1cccnc1)CC2 | -5%
COCCn1c(=O)c(-c2ccc(Cl)cc2)nc2cnc(N(C)C)nc21 | 0%
Cc1ccccc1-c1nc(Nc2ccncc2)c2ccccc2n1 | -5%
COc1cccc(Cn2c(=O)c(-c3ccc(F)cc3)nc3cnc(N4CCOCC4)nc32)c1 | -2%
O=C(Nc1cccc(N2CCC(NCc3cnn(-c4ccccc4)n3)CC2)c1)c1cccnc1 | -5%
CC(=O)OCC1OC(C#CCCCc2ccccc2)C=CC1OC(C)=O (stereo unspecified) | 2%&-3%
COc1ccccc1-c1nc(NCc2cccs2)c2ccccc2n1 | -5%
Cc1nc(N=Nc2cc([N+](=O)[O-])ccc2Cl)c(COP(=O)(O)O)c(C=O)c1O | -2%
O=C(NCC1(N2CCOCC2)CCCC1)c1cnn(-c2nccc(-c3cccs3)n2)c1C1CC1 | -3%
CCS(=O)(=O)Nc1cc(C(=O)N2CCC[C@H]2CO)c2c(c1)nc(-c1ccccc1)n2C | -2%
CCCC[C@@H](CC)COC(=O)C[C@H](C(=O)OC[C@H](CC)CCCC)S(=O)(=O)O | -6%
CCOC(=O)C1=C(c2ccccc2)c2cc(OC)ccc2OC1C(=O)OCC (stereo unspecified) | 0%
COc1cc(NS(C)(=O)=O)ccc1Cc1c2ccccc2nc2ccccc12 | -3%
C[C@H](CCC(=O)NCCS(=O)(=O)O)C1CC[C@H]2C3CC[C@@H]4C[C@H](O)CC[C@]4(C)C3C[C@H](O)[C@]12C (stereo partly specified) | -2%
O=C(O)Cc1cc(I)c(Oc2cc(I)c(O)c(I)c2)c(I)c1 | -1%
COc1ccc(C2OC3C(CO)OC(n4cnc5c(=O)[nH]c(N)nc54)C3O2)cc1 (stereo unspecified) | -3%
CCCCCC(=O)c1c(O)cc(OC)c(Cl)c1O | -7%
COc1ccc2c(c1)OC(=O)CC2c1ccccc1C (stereo unspecified) | -3%
O=C(Oc1ccccc1)N1CCC2(CC1)CCN(c1ncccn1)CC2 | -4%
Nc1ccccc1C(=O)CC(N)C(=O)O (stereo unspecified) | -3%&-4%
COc1ccccc1CNc1ccnc(-c2ccccc2CN(C)C)n1 | -3%
